Screening data: PubChem, several laboratories
PDI turbidity: PDI (human) enzyme inhibition; P07237; PDI insulin aggregation turbidity, A650, 90 min; inhibition, % at 10 µM; hit rate 0.052% among 350,000; AID 588391;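 active = mean inhibition across replicates of 30% or more, whatever share of single replicates reach that level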;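 note: absorbance from insulin aggregation driven by PDI reduction with DTT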
Target sequence (P07237 whole entry, looked up): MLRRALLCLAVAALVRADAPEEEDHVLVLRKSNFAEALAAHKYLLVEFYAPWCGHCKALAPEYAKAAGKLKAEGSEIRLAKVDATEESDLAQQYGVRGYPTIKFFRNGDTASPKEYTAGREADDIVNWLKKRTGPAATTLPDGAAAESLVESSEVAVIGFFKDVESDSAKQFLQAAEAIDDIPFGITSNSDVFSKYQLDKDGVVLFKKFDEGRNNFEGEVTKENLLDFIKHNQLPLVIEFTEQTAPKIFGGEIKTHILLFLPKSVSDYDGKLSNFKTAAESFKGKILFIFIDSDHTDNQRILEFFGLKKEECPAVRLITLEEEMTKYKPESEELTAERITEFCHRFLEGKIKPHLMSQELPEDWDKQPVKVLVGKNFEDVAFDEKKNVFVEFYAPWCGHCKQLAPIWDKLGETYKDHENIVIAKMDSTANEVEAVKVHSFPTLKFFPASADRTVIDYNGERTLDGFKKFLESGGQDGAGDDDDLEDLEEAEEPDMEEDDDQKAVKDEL
CaV13 FRET inh: Primary screen for inhibitors of IQ motif and Ca2+-dependent inactivation inhibitor domain binding in CACNA1D, Förster resonance energy transfer in living cells, …; HEK cells, CFP/YFP FRET ICDI-IQ, plate reader, 10 min; percent FRET-ratio fall versus neutral wells; inhibition, % at 12.3 µM; hit rate 0.098% among 340,000;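 active = mean replicate inhibition of at least 30% and at least 1% of replicates passing that level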;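 note: 0% = median of the neutral control wells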
NR2E3 ag-1: NR2E3 (human) agonism; Q9Y5X4; GST-NR2E3/biotin-RetCOR TR-FRET, 1536-well; inhibition of corepressor binding, % at 4.78 µM; hit rate 0.12% among 320,000; AID 2300;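 active = percent inhibition above the cutoff of mean plus 3 SD of all tested compounds, set per screening campaign, cut at about 20% in these data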;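 note: 0% = DMSO wells and 100% = biotin wells as full block of FRET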
Target sequence (Q9Y5X4 whole entry, looked up): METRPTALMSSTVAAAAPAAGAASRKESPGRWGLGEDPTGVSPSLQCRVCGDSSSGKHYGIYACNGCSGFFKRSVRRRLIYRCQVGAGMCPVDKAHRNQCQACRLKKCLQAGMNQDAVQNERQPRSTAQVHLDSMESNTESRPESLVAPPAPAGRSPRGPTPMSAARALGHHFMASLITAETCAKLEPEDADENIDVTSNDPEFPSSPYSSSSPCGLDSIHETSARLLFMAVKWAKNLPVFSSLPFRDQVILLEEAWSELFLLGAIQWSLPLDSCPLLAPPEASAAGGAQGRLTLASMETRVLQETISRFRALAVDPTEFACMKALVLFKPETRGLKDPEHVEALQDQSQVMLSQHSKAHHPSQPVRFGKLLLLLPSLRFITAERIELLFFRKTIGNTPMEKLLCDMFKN
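Material: NR2E3–RetCOR corepressor complex / Amount: 1.35 nM GST-NR2E3 / Medium: Tris pH 7.5 / Compound: single nominal compound dose of 4.8 µM / Incubation: 5 h at 4 °C / Technique: TR-FRET, Eu(K)-anti-GST donor, streptavidin-D2 acceptor, ex 340, em 617/671 nm / Read-out basis: percent loss of FRET ratio relative to control wells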
Shn3 inh set2: Schnurri-3 reporter inhibition in Clone20 osteoblasts. Clone20 osteoblast Shn3 3'UTR firefly luciferase, 24 h. inhibition, % at 12.5 µM. hit rate 0.52% among 360,000. AID 588674;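 active = mean inhibition of at least 75% with every replicate also reaching 75%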;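 note: 0% = median of neutral control wells and 100% = pilot-screen positive control compound; some compounds past the cut are filed as inactive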
Peg3 prom inh: inhibitors of Peg3 promoter. HeLa PEG-Prom luciferase reporter, luminescence, overnight. inhibition, % at 20 µM. AID 588405. hit rate 1.7% among 360,000;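 active = inhibition of at least 50% at 20 µM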
KKLEB tox: reduces viability of KKLEB cystic fibrosis airway cells | activity change (cytotoxicity), % at 5 µM | AID 602141 | hit rate 0.36% among 360,000 | KKLEB CF airway cells viability, ATPlite luminescence, overnight; active compounds read low; cells stimulated with P. aeruginosa culture filtrate;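 active = corrected activity change at or below -50% at 5 µM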
CF NFkB block: cystic fibrosis NF-kB activation inhibition | KKLEB NF-kB-GFP reporter, PAF-induced, GFP fluorescence overnight | inhibition, % at 5 µM | hit rate 0.86% among 360,000 | AID 588850;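 active = at least 50% inhibition at 5 µM, scaled per plate between neutral and stimulator controls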;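 note: PAF is a Pseudomonas aeruginosa culture filtrate used as stimulus; plate controls were PAF-stimulated DMSO wells for no effect and unstimulated DMSO wells for full effect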
Vif imaging: inhibitors of HIV Vif. inhibition, % at 7.49 µM. hit rate 0.35% among 340,000. AID 602346. HEK293T cells, Vif self-association by quenched fluorescence, imaging, 24 h; in the data active = inhibition above about 50%, passing the limit was not always enough; note: some results filed as inactive read as strong as hits
NR2E3 ag-2: human photoreceptor-specific nuclear receptor agonism; Q9Y5X4; CHO-S Gal4-NCOR/VP16-NR2E3 two-hybrid, luciferase; inhibition of corepressor binding, % at 3.98 µM; hit rate 0.35% among 360,000; AID 602229;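 active = inhibition above the mean of all tested compounds plus 3 SD, cut at about 70% in these data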;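 note: 0% = DMSO with NR2E3 transfected cells and 100% = cells lacking NR2E3 construct; higher means lower luciferase signal from less NR2E3 corepressor binding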
HIF-2a block: blocks HIF-2a reporter activity; inhibition, % at 18.8 µM; 786-0 RCC cells HIF-2a reporter, luciferase luminescence, overnight; hit rate 0.72% among 360,000; AID 624352;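 active = inhibition of the luminescence signal of 40% or more relative to plate controls, in a single-dose primary screen at 18.75 µM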
MITF TRPM1 inh: reduces MITF-dependent TRPM1 promoter luciferase signal; SK-MEL-5 TRPM1 promoter luciferase, 24 h; inhibition, % at 12.5 µM; hit rate 0.83% among 330,000; AID 488899;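 active = mean inhibition across replicates of 60% or more, whatever share of single replicates reaches that level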; note: values of inactives mirror those of a sister screen read the other way
Starred values were filed as active, the others as inactive; · = no result given.

Start of the listing, in advance (3 entries):
SMILES	PDI turbidity	CaV13 FRET inh	NR2E3 ag-1	Shn3 inh set2	Peg3 prom inh	KKLEB tox	CF NFkB block	Vif imaging	NR2E3 ag-2	HIF-2a block	MITF TRPM1 inh
CC(C)c1nc(CNC(=O)CC2C(=O)NCCN2Cc2ccc(F)cc2Cl)cs1 (stereo unspecified)	4	-5	3	7	1	-19	15	-3	1	-3	7
CC1(c2ccccc2)NC(=O)N(CC(=O)N2CCOCC2)C1=O (stereo unspecified)	5	-4	-1	4	4	-21	16	9	-11	-8	-3
CSc1sc(C(=O)NC(=O)NCc2ccncc2)c(C)c1-c1ccon1	-4	-4	0	13	9	-9	35	-9	-5	10	-9

Results, repeating the preview:
SMILES	PDI turbidity	CaV13 FRET inh	NR2E3 ag-1	Shn3 inh set2	Peg3 prom inh	KKLEB tox	CF NFkB block	Vif imaging	NR2E3 ag-2	HIF-2a block	MITF TRPM1 inh
CC(C)c1nc(CNC(=O)CC2C(=O)NCCN2Cc2ccc(F)cc2Cl)cs1 (stereo unspecified)	4	-5	3	7	1	-19	15	-3	1	-3	7
CC1(c2ccccc2)NC(=O)N(CC(=O)N2CCOCC2)C1=O (stereo unspecified)	5	-4	-1	4	4	-21	16	9	-11	-8	-3
CSc1sc(C(=O)NC(=O)NCc2ccncc2)c(C)c1-c1ccon1	-4	-4	0	13	9	-9	35	-9	-5	10	-9
CCOc1ccc(N2CC(C(=O)N3CC(C)OC(C)C3)CC2=O)cc1 (stereo unspecified)	-5	-3	0	-2	-7	4	-12	-3	-5	10	9
O=c1c2c(-c3cccs3)csc2ncn1-c1ccccc1	-6	-5	-1	4	3	-20	19	-2	-16	-1	-3
Cc1ccn(-c2ccc([N+](=O)[O-])cc2)n1	2	-3	0	-9	-32	2	2	-6	-1	-45	-18
CCCCCc1nc(-c2nonc2N)no1	8	-4	4	-1	-13	13	2	5	-3	-39	-9
CCNC(=S)NNC(=O)c1cc(-c2ccc(OC)cc2)nc2ccccc12	-3	-14	5	-23	-100	-15	-5	-6	-138	-133	1
CCOC(=O)c1cc2c(ccn2C)n1CC(=O)Nc1ccc(F)cc1	-3	-22	0	21	16	-1	12	-5	1	3	16
COc1cc(OC)c(S(=O)(=O)NCc2cccnc2)cc1NC(C)=O	1	5	-2	4	-27	-1	-32	-4	4	11	7
CC(C)CN(C(=O)c1cccc(S(=O)(=O)N2CCN(c3ccc(F)cc3)CC2)c1)C1CCS(=O)(=O)C1 (stereo unspecified)	10	-6	1	16	13	7	-2	-3	-13	10	1
Cc1cc(C)n(CC(=O)NN)n1	5	-4	3	-5	-5	-3	13	3	0	12	2
COC(=O)c1cn(C)c2ccc(S(=O)(=O)N3CC(C)CC(C)C3)cc2c1=O (stereo unspecified)	-4	-9	4	8	2	-3	8	4	22	26	-1
COCCNC(=O)C1CC(=O)N(c2ccc(OC)cc2)C1c1ccc(OC)cc1 (stereo unspecified)	-6	-3	0	-2	13	-6	4	2	15	15	-6
CCCCNCc1cc(OCC)c(OCC)cc1Br	9	-5	4	4	-11	2	-22	-7	-9	13	7
Cc1ccc(S(=O)(=O)N2[C@@H](c3ccccc3)C(C(=O)O)=CC[C@H]2c2ccc(C(C)C)cc2)cc1	7	-5	2	-8	2	6	13	·	3	8	-14
COc1ccc(Cl)cc1NC(=S)NCCCN1CCCC1=O	-1	3	4	9	0	6	-1	-2	8	0	·
CN1/C(=C\C(=S)Nc2ccccc2)C(C)(C)c2ccccc21	3	-3	0	80	10	0	-20	-5	-26	-10	9
Cc1ccccc1-n1c(=O)cc(N2CCCCCC2)[nH]c1=O	1	-6	7	4	-14	4	1	·	-1	7	1
CC(O)CSc1nc2c(c(=O)[nH]c(=O)n2C)n1Cc1ccccc1Cl (stereo unspecified)	-15	-3	·	-5	11	-12	19	4	-3	21	-1
O=C(c1ccc(C(=O)N2CCOCC2)nc1)N1CCOCC1	-9	-4	3	3	10	0	3	-6	-10	-2	5
CC(=O)N1CCN(S(=O)(=O)c2cccc(C(=O)NC3CCCC3)c2)CC1	5	-3	4	-6	-2	5	-8	-1	-7	9	·
COCCn1c(C)cc(C(=O)COC(=O)c2ccc3ncsc3c2)c1C	-3	-5	1	-48	-205	-3	15	·	-132	-94	-49
CCOC(=O)N1CCN(S(=O)(=O)c2ccc(C(=O)Nc3ccc(F)cc3F)cc2)CC1	-2	-8	3	54	26	-12	30	12	-59	-3	28
C[C@H](CO)N1C[C@H](C)[C@@H](CN(C)S(=O)(=O)c2cn(C)cn2)Oc2c(NS(=O)(=O)c3cccs3)cccc2C1=O	12	-5	·	-5	5	4	-6	7	-2	5	-6
CN(Cc1cnn(C)c1)C(=O)c1cc(COc2c(F)cccc2F)on1	4	-7	-2	1	-44	-1	-6	17	-33	-52	-13
CCCCCCN1C[C@H](O)[C@@H](n2cc(-c3ccc(F)cc3)nn2)C[C@@H]1c1ccc(Cl)cc1	5	-6	·	16	32	-2	12	-2	-19	11	·
CCCCNC(=O)C1(C)CCN1C(=O)c1cccc(OC(C)=O)c1C (stereo unspecified)	1	-5	·	-14	2	4	-17	14	-4	4	·
CNC(=O)COC(=O)c1cc(-c2ccc(OC)cc2)nc2ccccc12	2	-1	-1	-30	-107	13	-19	-8	-6	-89	-38
Cn1c(Cl)cnc1C(O)c1ccccc1 (stereo unspecified)	-1	-8	3	14	12	-1	-31	3	9	-10	-1
Clc1ccc2nc(-c3ccc(Br)s3)cn2c1	9	-5	2	-13	-109	-45	-7	-1	-127	-54	9
O=C([C@H]1O[C@@H](n2ccc(=O)[nH]c2=O)[C@H](O)[C@@H]1O)N1CCN(c2ccc(Cl)cn2)CC1	·	·	·	-6	5	-15	-25	·	8	12	·
COc1cc(C#N)c(N=C(SCC#N)N2CCOCC2)cc1OC	0	-2	4	-13	4	-4	-3	7	1	20	-5
CC1Cc2ccccc2N1C(=O)CN1C(=O)CN(C)C(=O)c2ccccc21 (stereo unspecified)	-3	-4	-1	-23	5	-1	8	6	-4	7	-1
COc1ccc(-c2ccc(C#N)c(OC)n2)cc1	6	1	3	-3	-26	-1	-24	-15	2	-61	5
Cc1nonc1CC(=O)NC1CC(C)(C)Cc2c1cnn2-c1ccc(F)cc1 (stereo unspecified)	-3	-3	-1	-9	-13	1	-2	-17	-24	-43	-11
CC(C)Oc1ccc(C(=O)NCC(=O)OCC(=O)N(C)Cc2cccs2)cc1	0	-7	1	-4	-1	5	-5	8	-7	9	10
Cc1ccc2nc(C(Cl)(Cl)Cl)nc(N/N=C/c3ccc([N+](=O)[O-])cc3)c2c1	-3	7	·	-3	15	-12	-7	-11	-4	-8	13
CNC(=O)CSc1nc2cc(S(=O)(=O)Nc3ccccc3OC)ccc2o1	-10	-3	1	17	6	1	-1	-6	-1	-1	-10
COC(=O)C1=C(C)N(Cc2ccccc2)C(=NCc2cccc(Cl)c2)N[C@H]1c1cccc(F)c1	-5	·	·	0	104*	-53*	60*	-4	-3	2	95*
CC1C/C(=C\c2ccccc2[N+](=O)[O-])c2nc3ccccc3c(C(=O)O)c2C1 (stereo unspecified)	2	-8	2	-14	-14	5	0	17	-5	13	8
NC(=O)C1CCN(C(=S)NC2CC3C=CC2C3)CC1 (stereo unspecified)	4	-17	-1	-1	1	4	-2	-17	-23	18	-4
Nc1ccccc1SCC(=O)Nc1nc(-c2ccccc2)cs1	12	-6	-2	-20	-113	6	-4	3	8	-130	-25
COc1cccc(NC(=S)N2CCCN(Cc3ccc(F)cc3)C2)c1	4	-4	0	-8	-2	-6	-5	-1	17	0	5
COc1ccc(-n2c(C)cc(/C=C(\C#N)C(=O)NCc3ccco3)c2C)cc1	-9	-2	0	5	2	4	0	6	-14	15	6
COc1ccc(N2CCN(C(=O)c3ccc4ccccc4n3)CC2)cc1	0	6	3	-7	24	7	-9	-3	-21	25	19
CCOC(=O)c1c(C)nc(C)c2c(=O)oc3ccccc3c12	-1	-18	5	-19	-66	-2	-7	4	-28	-156	-6
O=C(Nc1ccc(F)c(F)c1)C1CCCN(S(=O)(=O)c2cccc3nonc23)C1 (stereo unspecified)	2	-2	-1	12	-7	1	8	-17	-1	9	-6
CCOC(=O)c1cc2occc2n1CCCN1C(=O)c2ccccc2C1=O	4	-11	1	7	5	-8	11	3	-2	10	3
CCn1c(CCNC(=O)c2cccs2)nnc1SCC(=O)Nc1nc(-c2ccccc2)cs1	0	-4	3	7	-2	18	-8	-18	-54	-55	0
COc1ccc(OC)c(C(=O)COC(=O)CN2C(=O)NC3(CCCCC3C)C2=O)c1 (stereo unspecified)	3	-14	0	1	-18	18	-10	2	-16	6	1
CN(Cc1ccco1)c1ncnc2ccc(-c3ccccc3Cl)cc12	-11	-8	0	15	17	10	10	-14	0	4	17
O=C(CNC(=O)c1ccc2ccccc2c1)OCC(=O)N1CCN(S(=O)(=O)c2ccc3ccccc3c2)CC1	9	-3	-1	3	1	-2	21	-5	-5	17	12
COC(=O)c1cc(OC)c(OC)cc1NC(=S)N1CCC(C(N)=O)CC1	6	·	2	-19	4	0	2	3	19	4	-6
COc1ccc(-n2c(=O)c(CCC(=O)N(C)Cc3ccccc3C)nc3ccccc32)cc1	6	-1	-4	16	19	1	-2	-10	-2	22	-5
O=C1C2C3C=CC(C3)C2C(=O)N1c1n[nH]c(-c2ccccc2)n1 (stereo unspecified)	-10	-8	1	-19	7	5	-1	-3	-2	12	5
Cc1ccc(OC(=O)CCNC(=O)c2ccccc2Cl)c(Br)c1	2	-7	3	13	13	10	1	·	3	-3	-4
Cc1cc(=O)[nH]c(N)n1	-6	5	1	22	0	5	-9	-8	9	23	-2
COc1ccccc1NC(=O)N1CCCC1	-66	-6	-2	4	3	7	-17	3	5	14	-7
CCO[C@H]1OC(C(=O)NC2CC2)=C[C@@H](C2CCCCC2)[C@@H]1CCCO	8	-11	0	-10	5	-10	-1	-3	-11	0	6
(next part)
SMILES	PDI turbidity	CaV13 FRET inh	NR2E3 ag-1	Shn3 inh set2	Peg3 prom inh	KKLEB tox	CF NFkB block	Vif imaging	NR2E3 ag-2	HIF-2a block	MITF TRPM1 inh
N#Cc1nc(-c2cccs2)oc1NCc1ccccc1	-5	0	1	13	-26	3	11	-6	-25	-73	-8
Cc1cccc(OCCNC(=S)NC(=O)c2cccnc2)c1	-43	-4	0	-11	-10	-3	4	-13	-5	2	-2
Cc1cccc2cc(CN(CC3CCCO3)C(=S)NCc3ccco3)c(=O)[nH]c12 (stereo unspecified)	-7	-6	-3	7	20	-3	-18	0	-2	14	6
COC(=O)c1ccc(COc2cccnc2[N+](=O)[O-])cc1	-1	-4	-2	-13	-81	-9	0	6	-18	-95	-28
Cc1cc(OC(=O)c2ccccc2)n(CCC#N)n1	0	-3	8	-12	20	-3	5	-6	-12	17	-14
Cc1cccc(OCCNC(=O)CCc2ccccc2)c1	8	-5	4	-40	-13	-13	14	10	12	14	·
